# Screens from PubChem BioAssay.
# NCI-60 one-dose screen, 48 h, at 10 µM unless noted. Numbers give growth in % (100 = growth as untreated, 0 = no growth, -100 = all killed).
# UACC-62: UACC-62 melanoma; AID 1794756; actives 5.4% (n = 81,000)
# SK-MEL-2: SK-MEL-2 melanoma. actives 4.7% (n = 77,000). AID 1794763
# MDA-MB-435: MDA-MB-435 melanoma; actives 7.8% (n = 82,000)
# UACC-257: UACC-257 melanoma; actives 4.4% (n = 78,000); AID 1794764
# SK-MEL-28: SK-MEL-28 melanoma; AID 1794761; actives 4.1% (n = 81,000)
# SK-MEL-5: SK-MEL-5 melanoma. actives 6.4% (n = 80,000)
# MALME-3M: MALME-3M melanoma | actives 5.8% (n = 78,000)
# LOX IMVI: LOX IMVI melanoma; actives 7.4% (n = 79,000)
# An asterisk follows results filed as active; / = not tested or not shown; & = joins results of further samples. How the source made its calls: active means growth percent below 10; inactive means the rest.
SMILES	UACC-62	SK-MEL-2	MDA-MB-435	UACC-257	SK-MEL-28	SK-MEL-5	MALME-3M	LOX IMVI
CC(=O)c1c2ccccc2cc2ccccc12	101	113	104	96	110	104	/	98
CCOC(=O)C(N)Cc1c[nH]c2ccccc12 (configuration not stated)	91	103	102	104	104	103	95	99
CCCN1C=C/C(=C\C(=O)n2ccc3ccccc32)c2ccccc21	69	105	93	102	91	82	104	79
O=C1NC(=NC(=O)c2ccccc2)S/C1=C/c1cccs1	90	117	91	99	98	99	93	101
Cc1ccc2cc(-c3nc4ccccc4[nH]3)c(Cl)nc2c1Cl	96	96	114	109	106	89	95	87
CCOC(=O)C(CC)(COC)C(=O)OCC	101	109	97	93	110	103	105	100
CCSc1nnc(-c2c(C)nc3ccc(C)cn23)o1	83	104	106	99	112	82	100	85
COCCNC(=O)Nc1ccc(C)cc1	107	123	99	103	103	102	111	103
Cc1ccc2nc(Cl)c(/C=C3\SC(=Nc4ccc(S(N)(=O)=O)cc4)NC3=O)cc2c1	95	105	106	103	108	105	78	107
O=C1Nc2ccccc2/C1=C/c1ccc[nH]1	98	103	101	97	114	59	95	99
Cc1cc(F)ccc1S(=O)(=O)Nc1cc(-c2c(O)ccc3ccccc23)c(O)c2ccccc12	2.8*	5.3*	28	30	29	-64*	15	16
CC(C)(C)c1cc(C[P+](c2ccccc2)(c2ccccc2)c2ccccc2)cc(C(C)(C)C)c1O	-3.2*	-40*	-38*	/	38	-97*	-18*	5.9*
O[Si](O)(c1ccc(F)c2ccccc12)c1ccc(F)c2ccccc12	57	85	103	109	99	95	80	76
COC1=CC(=O)c2ccccc2C1=O	74	69	-48*	60	90	48	72	4.1*
CCn1cc(C(=O)O)c(=O)c2ccc(C)nc21	99	114	103	104	110	95	92	87
c1ccc(CC[n+]2ccc3ccccc3c2)cc1	100	97	104	95	113	99	84	92
O=CN1N=C(c2ccc(Cl)cc2)CC1c1cn(-c2ccccc2)nc1-c1ccc(Cl)cc1 (configuration not stated)	91	/	98	98	96	98	105	100
O=C1/C(=C/c2ccc(O)cc2)Cc2ccc(Cl)cc21	77	93	78	86	114	79	106	84
O=C(Nc1nc2ccccc2[nH]1)C(=O)Nc1nc2ccccc2[nH]1	98	99	101	101	107	99	91	94
C=C(C)CS(=O)(=O)O	111	114	102	95	105	102	/	96
COC(=O)c1nc(N)nc(C(=O)OC)c1C(=O)c1ccc(F)cc1	105	105	107	110	115	103	104	99
O=[N+]([O-])c1cnc(Sc2ccncn2)s1	70	-58*	27	-19*	-61*	88	-64*	64
COc1ccc(C(=O)/C=C/c2cn(-c3ccc(F)cc3)nc2-c2ccc(S(C)(=O)=O)cc2)cc1	78	100	89	94	101	81	82	58
CC1(C)CC2=C3C=C[C@@H]4[C@@]5(C)CCC(=O)C(C)(C)[C@@H]5CC[C@@]4(C)[C@]3(C)CC[C@@]2(C(=O)O)CC1=O	64	68	49	43	47	55	39	87
CC(=O)Nc1ccc(O)c(O)c1	100	34	109	117	137	116	103	93
OC(c1cccc(C(F)(F)F)c1)c1cnccc1NC1CCCCC1 (configuration not stated)	74	93	87	87	98	70	83	82
Nc1ccc(-c2nnc(NC(=O)c3ccccc3)s2)cc1	107	/	102	100	102	100	106	/
COc1cc([N+](=O)[O-])c(OC)cc1Nc1ccccc1C(=O)O	72&101	120&88	106&101	87	95&103	85&99	96&96	80&95
C=CCOC1=CC(=O)c2ccccc2C1=O	57	60	-67*	56	87	27	69	3.8*
Cc1cc(C)c(-c2c(Br)c(OC(=O)CO[C@@H]3C[C@H](C)CC[C@H]3C(C)C)c(-c3c(C)cc(C)c(Br)c3C)c(Br)c2OC(=O)CO[C@@H]2C[C@H](C)CC[C@H]2C(C)C)c(C)c1Br	104	113	110	114	110	106	123	99
COc1ccc(C/C(C)=C(/c2ccc(OCCN(C)C)cc2)c2ccc(OC(=O)NCc3ccccc3)cc2)cc1	69	90	74	76	55	63	89	-12*
Cc1ccc(C(=O)CCC(=O)NNc2ccc(S(N)(=O)=O)cc2)cc1	99	111	100	104	108	100	106	/
COc1ccc(C2C3CC4C(OC(=O)C42)C3I)cc1 (configuration not stated)	112	/	105	/	117	101	125	104
C1=C\CCC2(OCCO2)C2(CC/1)OCCO2	111	101	113	110	115	100	112	108
CCCCCC(O)C(C)(C)C (configuration not stated)	104	/	101	96	112	104	116	97
CCCC1(C)NC(=O)NC1=O (configuration not stated)	102	110	100	/	103	97	92	97
COC(=O)c1ccc2c(=O)[nH]c(CSc3nc4ccccc4c(=O)n3C)nc2c1	101	86	103	/	111	91	105	86
COC(=O)N1CCCCC1	99	99	110	109	104	101	106	103
CC(NC(=O)Oc1cccc2ccccc12)c1ccccc1 (configuration not stated)	89	107	102	73	110	97	/	87
COC(=O)[C@]12CC[C@@H](C)[C@H](C)[C@@H]1C1=CC[C@@H]3[C@@]4(C)C(C=O)=C[C@@](C)(COC(C)=O)C4=CC[C@@]3(C)[C@]1(C)CC2	-11*	-45*	-0.3*	-41*	-60*	-37*	-66*	-94*
CC(=O)Nc1cc([N+](=O)[O-])ccc1OCc1ccccc1	98&94	98&104	104	93&102	112&100	102&105	109&98	100&100
CC1=C[C@H]2C[C@H](C)[C@H]3CC[C@H](C)C4=C3[C@@H](OC4=O)[C@@]2(C)C1	/	122	105	94	112	104	97	94
Cc1cc(N(C)C)nc(SCc2ccc(F)cc2)n1	87	109	98	97	99	88	107	99
CC(=O)c1ccc(Cl)c([N+](=O)[O-])c1	94	120	104	/	107	115	109	97
CN(C)c1ccc(-c2c(NC(C)(C)C)nc3c(OCCc4ccccc4)cccn23)cc1	35	25	24	3.2*	35	-69*	13	12

# Limited to LOX IMVI, MALME-3M and UACC-62 (3 entries from above):
Compound | LOX IMVI | MALME-3M | UACC-62
COC(=O)c1ccc2c(=O)[nH]c(CSc3nc4ccccc4c(=O)n3C)nc2c1 | 86 | 105 | 101
COC(=O)N1CCCCC1 | 103 | 106 | 99
CC(NC(=O)Oc1cccc2ccccc12)c1ccccc1 (configuration not stated) | 87 | / | 89

# Other records follow:
SMILES	UACC-62	SK-MEL-2	MDA-MB-435	UACC-257	SK-MEL-28	SK-MEL-5	MALME-3M	LOX IMVI
NC(=O)OCCOCCOC(N)=O	94	107	106	/	100	109	97	94
Cc1ccc(S(=O)(=O)SCCCSS(=O)(=O)c2ccc(C)cc2)cc1	97	99	101	107	112	101	/	78
COc1ccc(C(Nc2ccccn2)c2c(C)[nH]c3ccccc23)cc1 (configuration not stated)	84	/	104	/	108	/	94	97
COc1cc(/C=N/NC(=O)COc2ccc(-c3nc4ccccc4s3)cc2OC)ccc1O	52	88	79	94	96	75	85	60
C/C(=N\NC(N)=S)c1ccc(Nc2nc(SCCC(C)C)nc(-c3ccc(F)cc3)c2C#N)cc1	103	115	110	104	109	103	102	105
O=S1(=O)CC(c2ccccc2)=NN=C(c2ccccc2)C1	93	87	109	113	113	103	97	110
COc1ccc(/C=C2\COc3ccc(O)c(O)c3C2=O)c(OC)c1OC	-57*	70	8.6*	46	58	35	24	0.2*
CC1(C)C(=O)/C(=C\c2ccc(C(F)(F)F)cc2)C[C@]2(C)[C@H]3CC[C@@H]4[C@H]5[C@H](C(=O)/C=C/c6ccc(C(F)(F)F)cc6)CC[C@]5(CO)CC[C@@]4(C)[C@]3(C)CC[C@@H]12	84	105	101	101	110	94	96	/
COc1cc(C)cc2oc3oc(=O)c(C(=O)c4cc5ccccc5o4)cc3c(=O)c12	88	93	102	120	104	96	101	93
Clc1ccc(-c2nc(C(Cl)Cl)nc3cc(-c4ccccc4)nn23)cc1	80	85	38	52	48	82	46	78
O=[N+]([O-])c1cc2ncccc2c2ncccc12	76	85	62	90	92	72	73	46
CO/N=C1\CC[C@]2(C)[C@H]3CC[C@@H]4[C@@H]([C@@](C)(O)CC/C=C/C(C)C)CC[C@@]4(C)[C@]3(C)CC[C@H]2C1(C)C	67	100	78	90	104	81	61	/
CCOc1ccc(-c2[nH]nc3c2C(c2cccs2)C(C#N)=C(N)O3)cc1OC (configuration not stated)	105	99	97	102	103	97	86	96
O=S(=O)(C/C(=N/O)c1ccc2ccccc2c1)c1ccccc1	95	108	87	99	105	90	114	111
C=C[C@@]12CN3CC[C@]1(O)[C@@](C(=O)OC)(CO2)c1[nH]c2ccccc2c1C3	64	86	33	50	89	18	95	67
N#C/C(=C/c1ccc(O)cc1)c1nnc(NC(=O)c2ccc(-n3c(=O)[nH]c4ccccc4c3=O)cc2)s1	102	113	106	115	105	106	96	104
O=C1c2ccccc2C(=O)c2c1oc1c2c(=O)[nH]c2ccccc21	89	77	84	112	112	80	124	56
COc1ccc(Cn2c(Br)c3c(c2-c2cc(OC)c(OC)c(OC)c2)CCc2sc(N)nc2-3)cc1	26	50	-40*	57	34	10	48	33
O=C(O)COc1c(Cl)c(Cl)cc(Cl)c1Cl	105	104	113	102	112	99	105	103
CCCNCCC(C)=O	98	118	95	92	108	115	121	95
CN(C)c1ccc(/C=C2\Cc3c(Br)cccc3C2=O)cc1	77	95	34	114	98	97	86	80
CSc1nc(N)c(N=Nc2ccc(S(=O)(=O)Nc3nnc(C)s3)cc2)c(=O)[nH]1	94	113	128	117	108	104	109	118
S=c1ccnc[nH]1	102	97	113	105	144	109	123	96
CCC(C)(O)C#CC(C)(O)CC (configuration not stated)	99	106	103	99	108	102	107	100
NC(=O)N(N)CCO	94	95	108	98	105	98	115	101
COc1ccc2ccccc2c1Cc1ccc(N(C)C)cc1	93	101	100	104	102	104	93	93
O=S(=O)(NCCCNc1cc(-c2c(-c3cccc(O)c3)nc3sccn23)ccn1)c1ccc(F)cc1	73	95	58	105	97	67	94	66
COc1ccc(-c2nnc(CSc3nc4sc(C(N)=O)c(C)c4c(=O)n3Cc3ccccc3)o2)cc1	90	106	97	104	115	/	/	/
CC(Nc1nc(Cl)nc2ccccc12)c1ccccc1 (configuration not stated)	65	75	61	58	93	20	67	39
S=c1[nH]c2ccccc2o1	101	93	108	95	103	107	103	98
C=C(C=O)[C@@H]1CC[C@]2(C)[C@H](C(=O)C=C3[C@H]4C[C@](C)(C(=O)OC)CC[C@]4(C)CC[C@]32C)[C@@]1(C)CCC#N	-19*	-22*	-12*	-14*	-38*	-88*	-50*	-83*
C/C(=N\Nc1ccc2ccccc2n1)c1ccccn1	-55*	/	3.2*	-23*	30	-57*	/	-20*
Cc1ccc2c(c1)=NC(=O)/C(=C\c1sc(Nc3ccc(S(N)(=O)=O)cc3)nc1O)C=2	97	106	102	96	104	103	100	106
CC1=CN2C(=O)C3C4=C(CCCC4)SC3N=C2CN1c1c(C)cccc1C (configuration not stated)	66	116	94	99	110	87	90	79
Nc1cc(O)cc(O)c1	95	99	106	108	101	109	97	95
CN(C)c1ccc(C2C=Cc3ccccc3N2C(=O)c2ccccc2)cc1 (configuration not stated)	64	104	90	/	96	71	106	83
COC(=O)c1ccc(O)c(CN2CCN(c3cc4c(cc3F)c(=O)c(C(=O)O)cn4C3CC3)CC2)c1	98	102	99	101	101	99	99	101
COc1ccc(C(=O)COc2ccc3c(c2)O/C(=C\c2cc(OC)c(OC)c(OC)c2)C3=O)cc1	92	111	110	110	112	114	115	94
COCCN(CCOC)/N=N/c1nc[nH]c1C(N)=O	96	57	106	110	116	111	109	66
CC(=O)c1cc(Nc2cc(C)[n+](C)c(N)n2)cc(C(C)=O)c1	106&100	97&108	124&115	101&105	113&121	103&105	76&104	102&106
OC(N1CSC(=S)N(C(O)C(Cl)(Cl)Cl)C1)C(Cl)(Cl)Cl (configuration not stated)	79	90	110	80	106	104	90	87
O=C(O)c1ncc(-c2cc(C(F)(F)F)cc(C(F)(F)F)c2)c(NC2CCCCCC2)n1	93	89	93	99	105	97	80	91
C=C(C)[C@@H]1CCC=C2CC[C@]3(C)[C@H](CC[C@@H]4[C@@]5(C)CC=CC(C)(C)[C@@H]5CC[C@]43C)[C@H]21	94	92	107	98	115	109	110	105
C/C(=N\NC(=O)c1nc(N)n(-c2ccc(S(N)(=O)=O)cc2)n1)c1ccncc1	100	102	103	108	111	103	105	101
CCCCNC(=O)CCC	92	98	102	98	108	91	92	89
CCOc1ccccc1/C=N\NC(=O)C(=O)N/N=C\c1ccccc1OCC	103&80	108&98	114&107	126&88	107&96	105&96	122&116	89&89
CCC(O)C1CCCCC1 (configuration not stated)	107	94	112	114	120	110	112	111

# Part of the list above, set out differently:
# Below each SMILES – UACC-62, SK-MEL-2, MDA-MB-435, UACC-257, SK-MEL-28, SK-MEL-5, MALME-3M, LOX IMVI
- COC(=O)c1ccc(O)c(CN2CCN(c3cc4c(cc3F)c(=O)c(C(=O)O)cn4C3CC3)CC2)c1
 : 98, 102, 99, 101, 101, 99, 99, 101
- COc1ccc(C(=O)COc2ccc3c(c2)O/C(=C\c2cc(OC)c(OC)c(OC)c2)C3=O)cc1
 : 92, 111, 110, 110, 112, 114, 115, 94
- COCCN(CCOC)/N=N/c1nc[nH]c1C(N)=O
 : 96, 57, 106, 110, 116, 111, 109, 66
- CC(=O)c1cc(Nc2cc(C)[n+](C)c(N)n2)cc(C(C)=O)c1
 : 106&100, 97&108, 124&115, 101&105, 113&121, 103&105, 76&104, 102&106
- OC(N1CSC(=S)N(C(O)C(Cl)(Cl)Cl)C1)C(Cl)(Cl)Cl (configuration not stated)
 : 79, 90, 110, 80, 106, 104, 90, 87
- O=C(O)c1ncc(-c2cc(C(F)(F)F)cc(C(F)(F)F)c2)c(NC2CCCCCC2)n1
 : 93, 89, 93, 99, 105, 97, 80, 91
